# High-throughput results as filed in PubChem BioAssay.
# b-catenin transl: beta-catenin nuclear translocation modulation | AID 1665 | 190,000 compounds, 0.3% hits | HeLa beta-catenin nuclear translocation, immunofluorescence imaging | nuclear translocation activity, % at 5 µM;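 active = nuclear translocation activity above 50% at 5 µM, with a well cell count of 50 or more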;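 note: per-cell ratio of nuclear to cytoplasmic median beta-catenin stain intensity; plate controls were DMSO negative control for no effect and GSK-3 inhibitor IX positive control for full effect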
#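 Test system: human HeLa cell line; Doses: 5 µM primary, 0.02–20 µM confirmation; Incubation: 24 h compound exposure, 37°C; Detection: beta-catenin immunofluorescence imaging with DAPI; Read-out: beta-catenin nuclear/cytoplasmic ratio, % activation.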
# MT stabilize HCS: microtubule stabilization, imaging screen | HeLa tubulin immunostaining HCS, 24 h; share of cells brighter than vehicle mean+2SD | % tubulin-high responders, % at 10 µM | 200,000 compounds, 0.83% hits;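 active = plate Z-score above 3 for both tubulin-high and condensed-nucleus cell shares, with cell loss under 80%, at 10 µM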;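 note: anti alpha tubulin signal scored within the nucleus-defined area of each cell; some results filed as inactive read as strong as hits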
# Hep lipid drop: hepatic lipid droplet formation modulation; AML12 mouse hepatocytes, oleate lipid droplets, BODIPY imaging; inhibition, % at 6.5 µM; 240,000 compounds, 0.4% hits; AID 1656;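 active = lipid droplet intensity inhibited by at least 50%, with more than 500 cells counted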
#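 Material – mouse AML12 hepatocyte cell line, fixed after treatment · Compound dosing – one dose, 6.5 µM compound · Times – compound with oleate, overnight · Measured by – Image-based BODIPY and DAPI two-channel analysis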
# T cell HTS: T cell immune modulators affecting CD8 T cell-vesicle binding; 2C CD8+ T cell-vesicle binding, flow cytometry; hits give low values; calls only at 7 µM; 330,000 compounds, 0.068% hits; AID 2052;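 active = response, share of CD8 T cells binding vesicles, and their 90th percentile fluorescence all below set limits, cut at about 80% in these data, passing the limit was not always enough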
#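 Assay system – 2C mouse CD8+ T cells · Also added – QL9-loaded Drosophila micro-vesicles · Timing – Cell–vesicle co-incubation 1.5 h at 37 °C, staining 20 min on ice · Signal – flow cytometry of vesicle-bound cells · Measure – percent CD8+ FL2 mean versus row control · Controls – Peptide-free naked vesicles (low) and QL9 vesicles with 0.7% DMSO vehicle (high)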
# human PMI inhibition: MPI enzyme activity inhibition – biochemical, fluorescence intensity, coupled assay, primary screen (AID 1209); 190,000 compounds, 0.42% hits; inhibition, % at 20 µM, or IC50 in µM where a hit was titrated; purified PMI enzyme, coupled fluorescence intensity; higher % means a stronger effect; in the data active = inhibition above about 50%;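 note: plate controls were DMSO vehicle for no effect and wells lacking substrate for full effect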
# Myeloid diff 2: compounds promoting myeloid differentiation. ER-HoxA9 myeloid progenitors, lysozyme-GFP differentiation, flow cytometry. calls only at 10 µM. 360,000 compounds, 1% hits. AID 624256;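 active = normalized GFP-positive differentiation at or above the plate's own cutoff, the solvent-only control mean plus 3 SD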;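 note: cells exposed to compound for four days before flow analysis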
# TNAP activators: stimulation of alkaline phosphatase TNAP activity – biochemical, luminescent, no phosphate acceptor, uHTS, primary screen (AID 1001) | activation fold at 20 µM; hits with a dose series show EC50 in µM | purified TNAP, luminescent activation assay, no phosphate acceptor; higher activation fold means a stronger effect | 200,000 compounds, 0.03% hits; in the data active = activation fold from about 3, or a potency from the dose series; inactive = the rest, 99 in 100 with activation fold below about 1.6; note: many of its hits are not listed in these tables
# Dynein transport: blocks dynein driven cargo transport along microtubules. 3617.4 mouse cells, GR-EGFP nuclear translocation imaging; test concentration mostly 20 µM; stimulated with dexamethasone, 1 µM; hits give low values. z-score, hits read low. 220,000 compounds, 0.47% hits. AID 1381;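 active = plate z-score of nuclear minus cytoplasmic receptor signal below a set negative limit, without overly bright fluorescence or cell loss, cut at about -3.5 in these data, passing the limit was not always enough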;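 note: z-score of nuclear minus cytoplasmic ring GR-EGFP intensity difference per well; some compounds called inactive have numbers as strong as hits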
#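 Buffer or medium: tet-free, stripped-serum medium; Also added: dexamethasone, 1.0 µM final; Technique: high-content fluorescence imaging after fixation; Times: 48 h induction, 1 h compound, 30 min dex at 37 °C; Read-out: per-cell GR-EGFP intensity, nucleus versus surrounding cytoplasmic ring, well-averaged.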
# Ins promoter up: MIN6 insulin promoter up-regulation; AID 1625; MIN6 insulin promoter-GFP reporter, high-content imaging; hits give high values; z-score at 5 µM; 190,000 compounds, 0.3% hits;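 active = z-score above 3 at 5 µM with at least 500 cells counted in the well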
# Dynein transport cytoplasmic EGFP: recorded beside Dynein transport, whose call it bears; z-score; measured here: cytoplasmic GR-EGFP intensity; hits give high values
# Dynein transport nuclear GR-EGFP: second read-out of Dynein transport, no call of its own (marks repeat the call); z-score; measured here: nuclear GR-EGFP intensity;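 lower value marks the stronger effect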
# Dynein transport cell count: also measured in Dynein transport; calls as there; z-score; measured here: cell count per field
# Ins promoter up cell count: also measured in Ins promoter up; calls as there; cell count; measured here: cytotoxicity, nuclei count;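 total cells summed across four imaged fields per well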
# Hep lipid drop cells 6.5 µM: also measured in Hep lipid drop; calls as there; cell count; measured here: cell count, cytotoxicity flag;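 cells counted across two imaged fields per well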
# b-catenin transl cell count 5 µM: second read-out of b-catenin transl, no call of its own (marks repeat the call); cell count; measured here: cell count, cytotoxicity flag
# T cell HTS vesicle-bound %: also measured in T cell HTS; calls as there; double positive events, %; measured here: CD8+ vesicle-bound cell fraction;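 binding gate set so that unloaded-vesicle control wells show 10% double positive cells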
# MT stabilize HCS Hoechst-high %: recorded beside MT stabilize HCS, whose call it bears; % Hoechst-high responders; measured here: nuclear condensation Hoechst responders;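 share of cells brighter than vehicle mean plus two SD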
# MT stabilize HCS cytotoxicity %: recorded beside MT stabilize HCS, whose call it bears; toxicity, %; measured here: cytotoxicity by cell density;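 0% = mean cell density of plate MIN control wells and 100% = no cells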
# Myeloid diff 2 GFP+ MAC1+ %: further read-out of Myeloid diff 2, marked with its call; GFP+ MAC1+ double positive, %; measured here: differentiation confirmed by MAC1 staining
# Numbers without * were called inactive; i = inactive; x = no result given.
SMILES,b-catenin transl,b-catenin transl cell count 5 µM,MT stabilize HCS,MT stabilize HCS Hoechst-high %,MT stabilize HCS cytotoxicity %,Hep lipid drop,Hep lipid drop cells 6.5 µM,T cell HTS,T cell HTS vesicle-bound %,human PMI inhibition,Myeloid diff 2,Myeloid diff 2 GFP+ MAC1+ %,TNAP activators,Dynein transport,Dynein transport cytoplasmic EGFP,Dynein transport nuclear GR-EGFP,Dynein transport cell count,Ins promoter up,Ins promoter up cell count
O=C(NC(=S)Nc1ccc(N2CCCCC2)cc1)c1ccc2c(c1)OCCO2,2.0,474,3.1,2.8,4.0,0,695,i,47,19%,i,0.3,1,1.8,-0.27,0.3,-0.99,0.72,1366
O=C(NCc1ccccc1)c1cccc(COc2ccc3c(c2)CCC3)c1,0.2,1064,3.8,1.9,8.8,22,694,i,43,21%,i,0.8,1.2,0.77,-0.26,0.33,-0.082,-0.41,1570
Cc1ccccc1C(=O)NNC(=O)c1cc(N)cc([N+](=O)[O-])c1,x,x,1.3,4.2,4.4,-7,706,i,25,-2%,i,0.6,1,-0.94,-0.31,-0.77,1.1,0.9,1375
Cc1cccc(-c2nnn3c2nc(NCCc2ccc(S(N)(=O)=O)cc2)c2ccccc23)c1,-6.3,561,6.6,22,18,9,722,i,50,2%,i,0.9,1,i,x,x,-4.3,0.07,1379
COc1c(O)cccc1/C=N/NC(=O)Cn1ccnc1C,3.3,1327,x,x,x,17,701,i,52,x,i,1.5,x,0.69,-0.17,0.3,-0.11,-0.28,1043
S=C(NCCc1ccccc1)Nc1ccccc1,0.2,1255,x,x,x,1,712,i,28,x,i,0.3,x,-0.22,-0.21,0.31,0.8,-0.69,1106
COc1ccc(NC(=O)CC2SC3=NCCN3C2=O)cc1 (stereo not drawn),0.5,1517,3.4,2.7,8.1,15,701,i,56,9%,i,0.7,1.1,-0.78,-0.017,0.15,1.3,0,1521
COC(=O)NNC(=O)c1ccc(Cl)cc1Cl,x,x,2.1,4.6,5.8,2,664,i,44,-9%,i,0.5,1.1,0.26,-0.3,-0.0066,0.88,0.57,1374
CCCNc1nc2c(c(=O)n(C)c(=O)n2C)n1CCC(C)C,-1.5,968,4.1,2.8,10,x,x,i,39,-2%,i,0.4,1.1,-0.87,-0.14,-0.2,-0.59,x,x
COc1ccccc1-c1c(C(F)(F)F)oc2cc(OCC(=O)Nc3cc(C)ccc3C)ccc2c1=O,-0.9,1134,6.8,3.2,0.4,-12,590,i,46,6%,x,x,1.1,0.79,-0.19,0.25,-0.79,-0.07,1536
CCN1CCCC1CNCc1cccc(OC)c1OCc1ccccc1F (stereo not drawn),-2.6,1196,1.9,2.2,8.5,11,780,i,9,-5%,i,5.2,1.1,-0.27,-0.25,-0.15,0.67,-0.85,928
CCNc1nc(Oc2ccc(C(=O)OCC)cc2)nc(SC)n1,-3.6,1417,5.9,2.9,4.5,x,x,i,31,0%,i,0.8,1.1,1.9,-0.23,1.6,-1.4,0,1370
CCOC(=O)Cc1csc(NC(=O)CN2C(=O)c3ccccc3C2=O)n1,-0.4,1302,x,x,x,-18,748,i,28,x,i,0.0,x,-0.86,-0.088,0.15,0.12,0.08,1043
O=C(COC(=O)CNC(=O)c1ccc(Cl)cc1)Nc1ccc2c(c1)OCCO2,0.7,488,2.4,4.6,9.3,-1,711,i,12,1%,i,1.4,1,0.51,-0.22,-0.16,-0.53,1.2,1208
C=CCn1c(-c2cccc3ccccc23)n[nH]c1=S,-0.3,1193,1.2,1.4,5.8,3,880,i,35,-2%,i,0.9,1.1,-0.22,-0.21,0.5,0.82,0.55,941
COc1ccc(C(=O)N2CCN(C(=O)c3ccncc3)CC2)cc1,-0.9,1364,1.8,1.1,2.8,x,x,i,8,2%,i,9.1,1,2.3,-0.077,1.3,-1.9,-0.22,1527
Cc1ccc(C)c(NS(=O)(=O)c2cc(C(=O)NCc3ccco3)ccc2C)c1,-2.9,1272,3.0,1.3,3.5,-1,760,i,37,12%,i,7.5,1.1,2.4,0.44,2.3,-1.3,-0.42,902
Cc1cccc(OCc2nnc(SCC(=O)O)n2Cc2ccccc2)c1,-1.0,1121,4.9,1.9,11,0,756,i,29,-4%,i,0.4,1,-0.3,-0.29,-0.056,0.53,1.8,1462
CCCCCSc1nc(C)c(CC(=O)O)c(=O)[nH]1,1.5,1111,2.8,2.7,9.5,-2,725,i,43,-6%,i,0.6,1,-0.19,-0.24,0.45,0.88,0.53,1205
COCC1CCN(Cc2nc(-c3cccs3)no2)C1 (stereo not drawn),0.2,1520,3.8,2.3,6.7,-2,680,i,34,-14%,i,0.3,1,-0.47,-0.25,-0.12,0.56,-0.04,1698
COc1ccc(CCn2c(=O)[nH]c3cc(C(=O)N4CCN(c5ccccn5)CC4)ccc3c2=O)cc1OC,0.2,571,1.7,1.4,7.8,-2,730,i,29,-7%,i,0.4,1.1,-0.6,-0.29,-0.2,0.72,x,x
CCc1ccc(N2C(=O)C3NN=C(C(=O)OCc4ccccc4)C3C2=O)cc1 (stereo not drawn),-1.7,523,6.2,4.2,11,-5,662,i,27,-8%,i,0.8,1,-0.48,-0.34,-0.5,1.1,-0.07,1350
Fc1ccc(/C=N/c2c(-c3ccc(F)cc3)nc3n2CCS3)cc1,0.4,1301,1.6,1.5,3.7,x,x,i,52,4%,i,0.9,1,0.78,-0.15,1.5,-0.65,-0.13,1647
FC(F)(F)c1ccc(-c2nc(=S)[nH][nH]2)cc1,0.1,1282,x,x,x,2,789,i,12,x,i,1.0,x,0.11,-0.27,0.14,0.38,x,x
CCOC(=O)CSc1nnc(NC(=O)NC(C)C)s1,-1.1,1123,2.9,2.0,6.9,14,706,i,59,-2%,i,0.5,1.1,0.23,-0.25,-0.05,-0.39,-0.43,1439
Cc1ccc(C(=O)Nc2cccc(-c3cnc4ccccc4n3)c2)cc1,-0.5,1360,3.7,2.2,6.9,x,x,i,66,5%,i,0.2,1,0.52,-0.22,0.68,0.077,-0.21,1554
C(=C\c1ccccn1)/c1ccncc1,0.0,1323,x,x,x,1,410,i,57,x,i,0.5,x,-0.23,-0.83,-0.44,-0.082,-0.39,1130
CC(=O)Nc1ccc2c(c1)C(=O)N(C1CCCCC1)C2=O,x,x,4.5,1.8,5.7,1,704,i,28,9%,i,0.4,1.1,2.2,-0.12,0.57,-1.6,-0.62,1280
c1ccn2c(SCc3cn4ccsc4n3)nnc2c1,0.1,1039,2.0,1.8,26,-7,544,i,49,22%,i,0.4,1.1,-0.34,0.068,0.38,0.0061,0.94,1935
C=CCn1c(=O)c2ccccc2n2c(SCC(=O)N3CCCc4ccccc43)nnc12,-3.3,1042,4.9,3.6,6.0,x,x,i,33,-5%,i,0.9,1.1,-0.11,-0.3,0.16,-0.54,-0.29,1089
COc1ccc(C)cc1N(C(=O)c1cccc(F)c1)c1nc2ccccc2s1,-0.4,1030,3.0,1.5,2.0,-3,642,i,53,18%,i,1.4,1.4,-0.65,-0.058,-0.49,0.38,-0.85,1447
COc1ccc2c(=O)cc(-c3cccnc3)oc2c1OC,0.4,1285,x,x,x,2,668,i,54,x,i,0.3,x,-0.6,0.41,0.4,-1,-0.56,1056
CCn1c(SCC(=O)NC2CCCc3ccccc32)nnc1-c1ccncc1 (stereo not drawn),0.3,1099,2.3,2.3,4.9,-17,695,i,55,-2%,i,0.2,1,0.71,-0.37,0.27,0.54,-0.5,1579
CCn1c(=O)c(C(=O)NCCc2ccccc2)c(O)c2ccccc21,-0.7,1052,3.3,0.1,38,-6,617,i,44,0%,i,0.9,1.1,0.9,-0.19,1.2,-0.96,-0.3,1263
N#Cc1c(SCC(=O)O)nc(N2CCCCC2)c2c1CCCC2,x,x,2.1,1.3,6.0,4,698,i,39,6%,i,0.6,1.1,-0.64,-0.26,-0.34,-0.22,0.41,1250
COc1cccc(-n2cn[nH]c2=S)c1,0.0,1117,3.2,1.4,2.3,24,765,i,27,18%,i,0.2,1.1,2.1,0.006,1.8,-2,-0.31,1355
